KCNK3 block = human KCNK3 channel inhibition, primary screen; CHO-KCNK3 thallium flux, FluxOR fluorescence; hits give low values; actives 0.84% (n = 340,000); O14649; B-score at 10 µM; AID 602410;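 active = B-score under library mean minus 4 SD, starting fluorescence ratio at most library mean plus 5 SD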;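 also: more negative B-score means stronger inhibition of thallium flux through KCNK3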
GSK3 alpha inh = blocks human GSK-3 alpha kinase | ADP-Glo luminescence, 60 min | inhibition, % at 10 µM | actives 0.1% (n = 320,000) | AID 2650 | P49840;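 in the data active = inhibition above about 50%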;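 also: GST-tagged GSK-3 alpha with peptide substrate and 25 µM ATP; 0% = DMSO neutral wells and 100% = GW8510 positive control wells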
RGS4 pot = potentiators or activators of RGS4. HEK293 M3R/inducible RGS4, carbachol calcium flux Fluo4; hits give low values. B-score at 10 µM. AID 463111. actives 0.92% (n = 310,000);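 active = B-score of the integrated calcium signal more than 4 SD below the library mean, with starting fluorescence not abnormally high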;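 also: negative B-score means reduced calcium response which marks RGS4 activation or potentiation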
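Assay system: HEK293 FlpIn-TREx cells, stable M3R, doxycycline-inducible RGS4 / Probe or stimulus: carbachol, ECmax concentration / Times: overnight RGS4 induction, 30 min dye load 37 °C, 20 min compound RT / Signal: kinetic calcium fluorescence imaging with Fluo4-AM dye, 2 µM / Measure: Agonist-evoked peak-minus-minimum fluorescence over baseline, integrated ratio, B score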
hERG protect = hERG (human) protection from proarrhythmic block; AID 1511; activation (rescue from dofetilide block), less the hit threshold, % at 10 µM; Q12809; CHO-hERG, FluxOR thallium flux, dofetilide IC70 present; actives 0.51% (n = 310,000);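 active = activation above the mean of controls blocked by dofetilide plus 5 SD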;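 also: thallium influx through hERG after potassium depolarization seen as dye fluorescence rise; in these data hits start at about 4.7%; inactives centre near -7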
HDAC3 inhib = blocks human histone deacetylase 3; O15379; recombinant HDAC3, fluorogenic peptide/trypsin coupled, fluorescence; inhibition, % at 8.3 µM; actives 0.15% (n = 320,000); AID 2718; in the data active = inhibition above about 26%, passing the limit was not always enough; inconclusive = no clear call, values can overlap the other calls
KCNQ1 act = potentiates or activates the human KCNQ1 potassium channel. P51787. CHO-K1 KCNQ1, thallium flux FluxOR fluorescence; hits give high values. B-score at 10 µM. actives 0.35% (n = 310,000);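 active = fluorescence ratio B-score, a plate-corrected score, at least three library SD, with initial intensity B-score within 5 SD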
Target sequence (P51787 whole entry, looked up): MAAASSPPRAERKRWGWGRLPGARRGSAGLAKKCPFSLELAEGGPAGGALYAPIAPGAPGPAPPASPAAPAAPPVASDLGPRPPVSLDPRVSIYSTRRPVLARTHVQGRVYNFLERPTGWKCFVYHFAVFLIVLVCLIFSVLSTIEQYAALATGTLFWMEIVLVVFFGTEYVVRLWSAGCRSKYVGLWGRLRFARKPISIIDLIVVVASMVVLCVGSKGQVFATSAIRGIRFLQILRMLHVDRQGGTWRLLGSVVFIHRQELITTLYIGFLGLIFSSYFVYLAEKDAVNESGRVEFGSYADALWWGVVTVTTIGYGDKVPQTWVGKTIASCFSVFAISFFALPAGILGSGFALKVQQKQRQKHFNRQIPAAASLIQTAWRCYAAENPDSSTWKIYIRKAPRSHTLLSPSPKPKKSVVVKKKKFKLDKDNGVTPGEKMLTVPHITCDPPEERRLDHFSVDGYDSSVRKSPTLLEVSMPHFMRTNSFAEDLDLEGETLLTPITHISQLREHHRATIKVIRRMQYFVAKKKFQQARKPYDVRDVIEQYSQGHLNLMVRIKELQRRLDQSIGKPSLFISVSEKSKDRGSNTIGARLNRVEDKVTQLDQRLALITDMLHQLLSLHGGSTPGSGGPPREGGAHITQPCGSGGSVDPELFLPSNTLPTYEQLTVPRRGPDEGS
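Schedule – 37 °C overnight plating, 90-min dark dye load, 20-min compound pretreatment · System – stable KCNQ1 CHO-K1 line · Probe or stimulus – thallium- and potassium-containing depolarizing buffer · Measured by – kinetic FluxOR fluorescence, 10 s baseline plus 110 s post-stimulus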
KCNK9 inh = inhibitors of human KCNK9 two-pore domain potassium channel; Q9NPC2; HEK293 KCNK9, FluxOR thallium flux fluorescence; hits give low values; B-score at 10 µM; actives 1.2% (n = 310,000); AID 488922;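 active = ratio B-score over 3 SD below the library mean, with starting fluorescence within 5 SD of its mean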;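 also: negative B-score means less thallium flux so channel inhibition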
KCNQ1 block = blocks the human KCNQ1 potassium channel. B-score at 10 µM. actives 1.3% (n = 310,000). AID 2642. CHO-K1 KCNQ1, FluxOR thallium flux fluorescence; hits give high values;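 active = compounds whose thallium flux B-score, printed positive for inhibition, exceeds three library SD while starting fluorescence stays within three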;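 also: channel opened by potassium depolarization with thallium stimulus after 20 min compound exposure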
GSK3B inh = human GSK3beta kinase inhibition; P49841; GST-GSK3beta kinase, ADP-Glo luminescence, 60 min; hits give low values; activity score (negative = inhibition), % at 10 µM; actives 0.038% (n = 300,000);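 active = more than half of replicate wells score below -50%, meaning over 50% inhibition versus plate controls; inconclusive = some replicates but at most half score below -50%; inactive = no replicate scores below -50%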;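 also: 0% = median DMSO wells and -100% = median GW8510 positive control wells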
Target sequence (P49841 whole entry, looked up): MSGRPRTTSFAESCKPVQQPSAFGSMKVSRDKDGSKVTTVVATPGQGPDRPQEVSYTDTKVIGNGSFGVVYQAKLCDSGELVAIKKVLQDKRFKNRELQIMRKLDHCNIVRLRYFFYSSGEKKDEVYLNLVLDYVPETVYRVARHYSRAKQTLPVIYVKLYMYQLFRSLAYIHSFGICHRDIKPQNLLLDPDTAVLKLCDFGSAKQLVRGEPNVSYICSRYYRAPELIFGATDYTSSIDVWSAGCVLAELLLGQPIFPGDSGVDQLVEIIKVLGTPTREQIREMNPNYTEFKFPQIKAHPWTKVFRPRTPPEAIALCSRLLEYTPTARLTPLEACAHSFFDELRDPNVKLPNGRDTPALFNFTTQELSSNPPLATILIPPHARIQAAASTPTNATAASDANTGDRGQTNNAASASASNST
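Test system: GST-tagged human GSK3beta kinase, cell-free; evaluation: activity score scaled between in-plate DMSO and GW8510 controls; measured by: ADP-Glo luminescence; incubation: 60 min reaction, RT; benchmarks: DMSO and 20 µM GW8510; reagent: peptide substrate plus 25 µM ATP (final); medium: Tris/MgCl2 kinase buffer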
DYRK1A inh = Dyrk1A (rat) kinase inhibition; Q63470; ADP-Glo luminescence, NFATc1 peptide; inhibition, % at 12.5 µM; actives 0.43% (n = 310,000); AID 504441; in the data active = inhibition above about 50%;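 also: plate controls were vehicle with enzyme for no effect and no enzyme for full effect; many of its hits are not listed in these tables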
PolyA inh = yeast polyadenylation inhibition | S. cerevisiae SKY197-pL101 polyadenylation reporter, beta-gal luminescence; efflux-impaired pdr1/pdr3 knockout yeast; score 100 = 6 SD above DMSO | calls only at 12 µM | actives 0.02% (n = 300,000) | AID 1875;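 active = lowest replicate activity score at least 50, where 100 means six control SD above control mean; inconclusive = lowest score under 50 but half or more replicates reach 50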;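 also: yeast exposed to compound for 9 h at 30 °C; higher score means more reporter readthrough which indicates perturbed polyadenylation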
Numbers without * were called inactive; i = inactive; ? = inconclusive; · = not tested or not shown.

SMILES	KCNK3 block	GSK3 alpha inh	RGS4 pot	hERG protect	HDAC3 inhib	KCNQ1 act	KCNK9 inh	KCNQ1 block	GSK3B inh	DYRK1A inh	PolyA inh
COc1ccc(N=c2cc(-c3ccc(O)cc3)oc3ccccc23)cc1	i	0	i	-21	6	i	i	i	1	2	i
COc1ccc(-c2cnc(SCC(=O)Nc3ccc4c(c3)OCO4)n2Cc2ccco2)cc1	i	·	i	-6	·	i	i	i	1	-8	i
CCCC[C@@H]1CCCO[C@@](C(=O)NCc2ccccn2)(C(F)(F)F)C1	i	-1	i	-5	11	i	i	i	5	16	i
CC(c1ccccc1)N1C(=O)CC(Sc2ncccc2C(=O)O)C1=O (stereo unspecified)	i	-2	i	-1	-7	i	i	i	1	10	i
O=C(O)/C(CC(=O)c1ccc(Cl)cc1)=N/Nc1ccc([N+](=O)[O-])cc1[N+](=O)[O-]	i	-7	i	-10	-2	i	i	i	7	5	i
c1cncc(-c2nc(NCc3cccs3)c3ccccc3n2)c1	i	-1	i	-8	-3	i	i	i	3	5	i
O=C(CSCc1ccccc1)Nc1ccccc1	i	6	i	-3	9	i	i	i	3	-4	i
Cc1ccc2nc(C)cc(Nc3ccc([N+](=O)[O-])cc3)c2c1	i	-2	i	-7	2	i	i	i	1	3	i
CC(=O)c1ccc(COC(=O)Cc2ccc([N+](=O)[O-])cc2)cc1	i	-1	i	-9	-1	i	i	i	-2	-1	i
COc1ccccc1NC(=O)Nc1cc(F)ccc1F	i	-5	i	-7	-6	i	i	i	-3	7	i
O=C(COC(=O)c1ccc(NS(=O)(=O)c2cccs2)cc1)NCC1CCCO1 (stereo unspecified)	i	-2	i	-14	5	i	i	i	0	·	i
C/C(N)=C(/C#N)C(=O)CSc1nncn1-c1ccccc1	i	2	i	-14	5	i	i	i	2	2	i
Cn1c(=O)c(C(=O)COC(=O)c2cc(-c3ccco3)nc3ccccc23)c(N)n(CC2CC2)c1=O	·	4	i	-24	2	i	i	i	-1	·	i
CCc1cc(Cn2nc(-c3ccccc3)cc2C(=O)NCCOC)on1	i	0	i	-10	6	i	i	i	1	4	i
O=C(NNc1nc2c(F)cc(F)cc2s1)c1ccccc1	i	-1	i	-7	7	61*	i	i	2	·	i
Cc1cc(S(=O)(=O)c2cc3ccc(O)c(C)c3oc2=O)ccc1F	i	-3	i	-7	2	i	i	i	0	·	i
CCN(C(=O)CN1C(=O)/C(=C/c2ccccc2)SC1=S)C1CCS(=O)(=O)C1 (stereo unspecified)	i	-7	i	-9	2	i	i	i	2	-2	i
COCCN(C(=O)COC(=O)CNC(=O)c1cccs1)c1c(N)n(Cc2ccccc2)c(=O)[nH]c1=O	i	1	i	-18	5	i	i	i	2	4	i
O=C(CSc1oc(-c2ccco2)nc1S(=O)(=O)c1ccc(F)cc1)NCC1CCCO1 (stereo unspecified)	i	4	i	-7	4	i	i	i	0	-8	i
CCOC(=O)c1ccc2ncc(-c3ccccc3)nc2c1	i	·	i	1	·	i	i	i	-2	·	i
Cc1nc2cc(NS(=O)(=O)c3ccc(Br)cc3)ccc2n1C	i	-1	i	-9	-4	i	i	i	2	-2	i
C=CCc1ccccc1OCC(=O)NNC(=S)NCc1ccccc1	i	0	-7*	-8	4	i	i	i	-1	·	i
CN(C(=O)c1ccccc1C(=O)OCC(=O)Nc1ccc(S(N)(=O)=O)cc1)c1ccccc1	i	0	i	-16	-2	i	i	i	1	-4	i
CCCCC1=CC2=C(c3ccco3)C(=O)C(C)(OC(=O)c3ccc(OC)cc3)C(=O)C2=CN1Cc1ccc(OC)cc1 (stereo unspecified)	·	·	i	-15	·	i	i	i	-2	·	i

3 structures already listed, ordered by length of the SMILES, falling:
SMILES	KCNK3 block	GSK3 alpha inh	RGS4 pot	hERG protect	HDAC3 inhib	KCNQ1 act	KCNK9 inh	KCNQ1 block	GSK3B inh	DYRK1A inh	PolyA inh
O=C(CSc1oc(-c2ccco2)nc1S(=O)(=O)c1ccc(F)cc1)NCC1CCCO1 (stereo unspecified)	i	4	i	-7	4	i	i	i	0	-8	i
Cc1cc(S(=O)(=O)c2cc3ccc(O)c(C)c3oc2=O)ccc1F	i	-3	i	-7	2	i	i	i	0	·	i
CCOC(=O)c1ccc2ncc(-c3ccccc3)nc2c1	i	·	i	1	·	i	i	i	-2	·	i

(more compounds)
SMILES	KCNK3 block	GSK3 alpha inh	RGS4 pot	hERG protect	HDAC3 inhib	KCNQ1 act	KCNK9 inh	KCNQ1 block	GSK3B inh	DYRK1A inh	PolyA inh
NC(N)=Nc1nc2ccc([N+](=O)[O-])cc2[nH]1	i	2	i	-12	4	i	i	i	-1	31	i
Cc1ccc(/C=C(\C#N)C(=O)Nc2c(C)cccc2C)s1	i	-1	i	-9	1	i	i	i	0	0	i
CN(C(=O)CN1C(=O)S/C(=C\c2ccccc2Cl)C1=O)C1CCS(=O)(=O)C1 (stereo unspecified)	i	-2	i	-3	-4	i	i	i	0	6	i
O=C(CSc1nnc(-c2ccco2)o1)NC1CCCCCC1	i	-3	i	3	-2	i	i	i	-2	-1	i
CC(=O)N1CCN=C1SCc1cccc(C(F)(F)F)c1	i	-1	i	-3	3	i	i	i	-1	-2	i
O/N=C1/CCSc2ccccc21	i	-1	i	-8	3	i	i	i	3	7	i
CC(=O)COc1ncnc2c(Cl)cc(Cl)cc12	i	0	i	-6	8	i	i	i	0	10	i
CCOc1ccccc1NC(=O)C(OC(=O)c1ccc(N(C)C)cc1)c1ccccc1 (stereo unspecified)	i	-3	i	-13	3	i	i	i	0	5	i
CCC1CCCCN1C(=O)c1c[nH]c2ccc(S(=O)(=O)N(C)c3ccc(Cl)cc3)cc2c1=O (stereo unspecified)	i	13	i	-4	-1	i	i	i	1	-7	·
CCc1nc(C)cc2c1sc1ccccc12	i	0	i	-6	-1	i	i	i	1	·	i
CC(=O)Nc1ccc(NC(=O)CSc2ccc3nnc(-c4cccnc4)n3n2)cc1	i	0	i	-10	6	i	i	i	-5	2	i
O=C(c1c(F)cccc1F)N1CCN=C1SCc1ccccc1	i	·	i	-11	-1	i	i	i	1	16	i
Clc1ccc2c(c1)Nc1ccccc1CC2	i	-3	i	-1	-6	i	i	i	-28	-1	i
CC(NC(=O)C1CCC(CNS(=O)(=O)c2ccccc2)CC1)c1ccccc1 (stereo unspecified)	i	3	i	-3	2	i	i	i	1	4	i
Cc1cc(C)c2nc(Cl)c(Cl)nc2c1	i	-2	i	-3	-8	i	i	i	1	-2	i
CC1CC(C)CN(c2oc(Cc3ccccc3)nc2C#N)C1 (stereo unspecified)	i	-4	i	-3	4	i	i	i	1	-3	i
Cc1ccc(S(=O)(=O)Nc2ccc3c(c2)n(C)c(=O)n3C)cc1	i	-1	i	-3	-6	i	i	i	4	3	i
O=C(Nc1ccccc1)OCc1cnc(Cl)s1	i	0	i	-1	-2	i	i	i	0	-12	i
C=CCn1c(SCC(=O)NCC)nc2sc3c(c2c1=O)CCC3	i	0	i	-4	-1	i	i	i	6	5	i
C=CCn1c(Cn2nnc3ccccc32)nnc1SCC(=O)N/N=C/c1cc(Br)cc(OC)c1O	i	4	i	-15	4	i	i	i	4	6	i
COC(=O)c1c(NC(=O)COc2ccc(Cl)cc2Cl)sc2c1CC(C)(C)NC2(C)C	i	2	i	-6	4	i	i	i	2	-3	i
CCN(C1CCCCC1)S(=O)(=O)c1cc2c3c(c1)CCN3C(=O)CC2	i	-1	i	-10	5	i	i	i	2	10	i
O=C(NCC1CCCO1)c1cc(-c2ccccc2)nc2ccccc12 (stereo unspecified)	i	-1	i	-7	5	i	i	i	2	8	i
COc1ccc(OC)c(NC(=O)CN2C(=O)C3(OCCCO3)c3ccccc32)c1	i	·	i	0	·	i	i	i	5	6	i
O=C(c1ccc(CNS(=O)(=O)c2ccc(Br)cc2)cc1)N1CCCCCC1	i	1	i	-5	?	i	i	i	·	-4	i
NC(=O)c1c(NC(=O)C2CCCO2)sc2c1CCCC2 (stereo unspecified)	i	0	i	-11	-5	i	i	i	-2	0	i
CC(=O)Nc1ccccc1C(=O)N1CCN(c2cccc(C)c2C)CC1	i	-3	i	0	5	i	i	i	0	-6	i
CCN(C(=O)CCc1nnc2ccc(N3CCC4(CC3)OCCO4)nn12)c1ccccc1	i	1	i	-7	0	i	i	i	-1	7	i
O=C(c1cc(-c2cccc(O)c2)on1)N1CCCCCC1	-11*	0	i	-2	3	i	i	i	0	9	i
NCCCC[C@@H](C(=O)N1CCNCC1)n1cc(CCC(=O)O)nn1	i	1	i	-6	-7	i	i	i	-3	-2	i
COC(=O)c1nc(NC(C)=O)n[nH]1	·	-1	i	-8	-6	i	i	i	1	·	i
CCOc1ccc(-c2nnn(CC(=O)NCc3ccco3)n2)cc1OCC	i	-2	i	-3	-4	i	i	i	2	14	i
CS(=O)(=O)N(CC(=O)NCCSCc1ccccc1)c1ccccc1	i	2	i	-11	?	i	i	i	1	1	i
COc1ccc(C2=NOC(C(=O)NCCCN3CCOCC3)C2)cc1 (stereo unspecified)	i	-3	i	-7	2	i	i	i	-9	5	i
CC(NC(=O)[C@H](C)NC(=O)C1CC(=O)N(c2ccc3c(c2)OCO3)C1)c1ccccc1 (stereo partly specified)	i	-18	i	-3	-1	i	i	i	-1	-1	i
COc1ccc(N2CCN(C3CCCCC3NS(=O)(=O)c3ccc(Cl)cc3)CC2)cc1 (stereo unspecified)	i	1	i	-2	0	i	i	i	2	0	i
O=c1[nH]nc(-c2cccs2)c2ccccc12	i	6	i	-6	5	i	i	i	-1	19	i
Cc1cccc(OCC(=O)NCC(=O)N/N=C/c2ccc([N+](=O)[O-])cc2)c1	i	·	i	-15	16	i	i	i	-4	2	i
CCOC(=O)c1c(NC(=O)C2CC2)sc(C)c1CC	i	1	i	-8	-2	i	i	i	-2	·	i
CCOC(=O)C1=C(C)NC2=C(C(=O)CC(c3cccs3)C2)C1c1cccs1 (stereo unspecified)	i	0	i	-2	-6	i	i	i	·	5	i
COc1ccc(Nc2ccc([N+](=O)[O-])c3nonc23)c(OC)c1	i	1	i	-4	2	i	i	i	0	-2	i

This is a subset, so the mix of outcomes need not match the whole.
